Bioassay records as filed in PubChem BioAssay.
core dimer inh: HCV core protein dimerization inhibition. TR-FRET GST/Flag-core106 dimerization, 1536-well. inhibition, % at 5 µM. 0.33% of 300,000 active;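 active means inhibition above the mean of all tested compounds plus 3 SD, set per screening campaign, cut at about 45% in these data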
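Test system: GST/Flag-tagged HCV core106 proteins; Medium: KF-containing HEPES buffer, pH 7.45, DTT, CHAPS, BSA; Times: compound-protein-antibody incubation 4 h at 22.5 °C; Detection: TR-FRET 671 and 617 nm emission; Benchmarks: wells lacking GST-core106 and wells with excess unlabelled core106.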
TPT1 inhibitor: inhibitors of Candida albicans tRNA 2'-phosphotransferase TPT1 | recombinant caTPT1, FP RNA substrate dephosphorylation | inhibition, % at 5 µM | 0.81% of 300,000 active | AID 1962;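 active means inhibition above the mean of all tested compounds plus 3 SD, set per screening campaign, cut at about 24% in these data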;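 further: plate controls were DMSO alone for no effect and ferristatin control at 100 nM for full effect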
PP5 primary: blocks human protein phosphatase 5 activity; P53041; purified PP5c, OMFP substrate fluorescence; inhibition, % at 6.7 µM; 0.18% of 320,000 active; AID 1987;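 active means inhibition above the campaign's mean inhibition across all tested compounds plus 3 SD, cut at about 9.5% in these data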;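 further: 0% = DMSO only and 100% = 100 µM cantharidin control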
Target sequence (P53041 whole entry, looked up): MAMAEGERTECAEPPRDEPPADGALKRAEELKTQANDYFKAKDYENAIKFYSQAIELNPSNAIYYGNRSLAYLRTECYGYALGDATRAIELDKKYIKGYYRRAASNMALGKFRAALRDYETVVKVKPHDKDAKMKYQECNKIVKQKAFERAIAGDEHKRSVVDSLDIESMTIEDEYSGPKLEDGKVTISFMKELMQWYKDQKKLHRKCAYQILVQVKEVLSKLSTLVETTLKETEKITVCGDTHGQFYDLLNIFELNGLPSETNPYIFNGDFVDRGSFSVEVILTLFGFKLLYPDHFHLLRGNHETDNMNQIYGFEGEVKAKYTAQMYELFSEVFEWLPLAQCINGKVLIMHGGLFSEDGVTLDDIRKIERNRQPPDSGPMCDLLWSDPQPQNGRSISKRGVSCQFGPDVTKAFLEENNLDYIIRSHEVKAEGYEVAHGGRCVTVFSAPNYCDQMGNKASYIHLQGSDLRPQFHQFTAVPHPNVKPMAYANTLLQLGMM
CTSL1 counter: counter-screen for PFM18AAP inhibitors: inhibitors of F. hepatica cathepsin L1; recombinant F. hepatica cathepsin L1, Z-Leu-Arg-MCA fluorescence; inhibition, % at 5.96 µM; 0.49% of 300,000 active; AID 1906;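 active means inhibition above the mean of all tested compounds plus 3 SD, set per screening campaign, cut at about 17% in these data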;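 further: 0% = plate median of test compound wells and 100% = 1 µM Z-Phe-Ala-diazomethylketone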
EBNA-1 inh: blocks EBNA-1 binding to DNA; EBNA-1 DNA binding, fluorescence polarization; 0.34% of 300,000 active; AID 1950; inhibition, % at 14.8 µM; in the data active means inhibition above about 28%
PREPL inh: human PREPL enzyme inhibition; Q4J6C6; recombinant PREPL, fluorescence polarization activity-based probe; inhibition, % at 5.96 µM; 0.68% of 320,000 active; AID 2751; in the data active means inhibition above about 43%;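 further: 0% = enzyme with DMSO and 100% = wells lacking enzyme; many of its hits are not listed in these tables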
Efflux pump inh: blocks antifungal efflux pumps in multiplex yeast assay; 0.44% of 330,000 active; inhibition, % at 10 µM; S. cerevisiae Candida pump triplex, Nile Red efflux;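 active means plate passing quality check with inhibition over a set limit, or well fluorescence over plate mean plus 4 SD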;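 further: Nile Red retained in pooled yeast measured as flow cytometry median fluorescence; 0% = buffer negative control and 100% = Enniatin B positive control; higher means more Nile Red kept so more efflux inhibition; some compounds called inactive have numbers as strong as hits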
PP1 counter: counter-screen for PP5 inhibitors: inhibitors of human PP1-alpha. 0.9% of 320,000 active. purified PP1alpha, OMFP fluorescence. inhibition, % at 6.7 µM. AID 2235;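 active means inhibition above the mean inhibition of all tested compounds plus 3 SD, computed separately for each screening campaign, cut at about 15% in these data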
Target sequence (P62136 whole entry, looked up): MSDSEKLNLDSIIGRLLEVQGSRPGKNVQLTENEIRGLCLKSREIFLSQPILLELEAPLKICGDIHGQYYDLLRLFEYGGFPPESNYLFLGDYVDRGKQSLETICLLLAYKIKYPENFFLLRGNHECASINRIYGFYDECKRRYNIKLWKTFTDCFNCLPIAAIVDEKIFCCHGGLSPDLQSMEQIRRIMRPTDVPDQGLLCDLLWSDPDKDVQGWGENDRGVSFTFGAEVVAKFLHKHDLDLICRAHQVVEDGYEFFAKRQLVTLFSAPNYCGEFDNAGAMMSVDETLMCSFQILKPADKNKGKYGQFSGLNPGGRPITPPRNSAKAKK
ZTA DNA inh: ZTA (EBV) inhibition in EBNA-1 counter-screen. 0.15% of 320,000 active. inhibition, % at 11 µM. AID 2234. ZTA-DNA binding, fluorescence polarization; in the data active means inhibition above about 33%
An asterisk follows results filed as active; x = not tested or not shown. A portion of the library. The share of hits here may be higher or lower than overall.

SMILES	core dimer inh	TPT1 inhibitor	PP5 primary	CTSL1 counter	EBNA-1 inh	PREPL inh	Efflux pump inh	PP1 counter	ZTA DNA inh
Oc1ccc(/C=N/N2CCCCC2)c(O)c1	-6	0	-0.5	4	-13	23	0.5	-5	-1
CC(C)N(C(=O)CSc1nc(Cc2ccccc2)nc2ccccc12)C(C)C	9	-2	2.9	5	3	4	-0.1	4	-12
CCN(C(=O)CSc1nnc2ccccn12)C1CCS(=O)(=O)C1 (centres undefined)	0	1	0.9	0	4	-3	0.0	0	-1
CCOC(=O)c1[nH]c(C)c(CN(C(C)=O)c2ccc(OCC)cc2)c1C	3	-8	1.5	3	-3	2	-0.2	0	6
Cc1ccccc1CN(C)CC(=O)Nc1c(C)cccc1C(C)C	2	-5	-0.9	1	5	22	0.0	-2	-6
O=c1oc(-c2ccccc2)cc(Cl)c1Cl	-5	-2	1.6	0	3	-2	-0.1	5	-8
CCOc1ccccc1NC(=O)N1CCC(c2nc3ccccc3[nH]2)CC1	-2	-4	2.7	0	2	16	-0.2	-4	-2
O=C(NCCCCc1ccccc1)c1ccc(Br)cc1	4	-5	-8.7	8	10	27	-0.1	-2	5
COc1ccc2nc(SCC(=O)Nc3c(C)cccc3C)[nH]c2c1	0	-3	-1.2	-4	-8	-3	0.0	-4	-4
Cc1ccc(S(=O)(=O)NC(=O)N2CCCC(C)(C)C2)cc1	-7	-2	2.0	-2	-2	-12	0.1	3	-7
O=C(c1cccnc1)N1N=C(c2cccs2)CC1c1ccc(F)cc1 (centres undefined)	7	-1	2.3	3	5	-9	-0.1	-1	7
COc1ccc(CN2CCn3ncc(C(=O)Nc4ccc(Cl)cc4Cl)c3C2=O)cc1	11	-3	-0.4	1	7	4	0.1	-2	-4
COc1ccc(Cl)cc1NC(=O)CN(C)C(=O)c1ccc(N2CCCCCC2)c([N+](=O)[O-])c1	6	-1	2.2	3	-1	4	0.1	1	8
CCN(C(=O)CSc1nnc(Nc2ccccc2)s1)C1CCS(=O)(=O)C1 (centres undefined)	-4	0	1.2	-1	-3	5	-0.1	-2	2
O=C(Nn1c(-c2ccc(Br)cc2)nc2ccccc2c1=O)c1ccc([N+](=O)[O-])cc1	-3	-3	3.6	0	3	-13	-0.1	-2	-17
CCNC(=O)CN(c1ccc(Br)c(C)c1)S(C)(=O)=O	-3	-2	1.4	1	-13	4	0.1	0	-3
CCOc1ccc(-c2noc(CCC(=O)NCC3CCCO3)n2)cc1OC (centres undefined)	-10	-3	-0.5	-5	-9	7	-0.1	-1	-9
CCOC(=O)C(C(=O)OCC)C1OC(=O)c2cc3c(cc21)C(=O)OC3C(C(=O)OCC)C(=O)OCC (centres undefined)	4	-4	-0.2	0	-2	3	-0.1	-3	12
CC(C)C(NC(=O)OCc1ccccc1)C(=O)NCC(=O)OC(C)(C)C (centres undefined)	2	1	-0.3	0	2	-1	0.1	-6	5
Cc1ccc(C(=O)Cn2nnc3ccccc32)cc1	2	-4	-0.7	4	12	11	0.0	1	0

Quoted from the entries so far (13 entries):
SMILES	core dimer inh	TPT1 inhibitor	PP5 primary	CTSL1 counter	EBNA-1 inh	PREPL inh	Efflux pump inh	PP1 counter	ZTA DNA inh
Oc1ccc(/C=N/N2CCCCC2)c(O)c1	-6	0	-0.5	4	-13	23	0.5	-5	-1
CC(C)N(C(=O)CSc1nc(Cc2ccccc2)nc2ccccc12)C(C)C	9	-2	2.9	5	3	4	-0.1	4	-12
CCN(C(=O)CSc1nnc2ccccn12)C1CCS(=O)(=O)C1 (centres undefined)	0	1	0.9	0	4	-3	0.0	0	-1
CCOC(=O)c1[nH]c(C)c(CN(C(C)=O)c2ccc(OCC)cc2)c1C	3	-8	1.5	3	-3	2	-0.2	0	6
Cc1ccccc1CN(C)CC(=O)Nc1c(C)cccc1C(C)C	2	-5	-0.9	1	5	22	0.0	-2	-6
O=c1oc(-c2ccccc2)cc(Cl)c1Cl	-5	-2	1.6	0	3	-2	-0.1	5	-8
CCOc1ccccc1NC(=O)N1CCC(c2nc3ccccc3[nH]2)CC1	-2	-4	2.7	0	2	16	-0.2	-4	-2
O=C(NCCCCc1ccccc1)c1ccc(Br)cc1	4	-5	-8.7	8	10	27	-0.1	-2	5
COc1ccc2nc(SCC(=O)Nc3c(C)cccc3C)[nH]c2c1	0	-3	-1.2	-4	-8	-3	0.0	-4	-4
Cc1ccc(S(=O)(=O)NC(=O)N2CCCC(C)(C)C2)cc1	-7	-2	2.0	-2	-2	-12	0.1	3	-7
O=C(c1cccnc1)N1N=C(c2cccs2)CC1c1ccc(F)cc1 (centres undefined)	7	-1	2.3	3	5	-9	-0.1	-1	7
COc1ccc(CN2CCn3ncc(C(=O)Nc4ccc(Cl)cc4Cl)c3C2=O)cc1	11	-3	-0.4	1	7	4	0.1	-2	-4
COc1ccc(Cl)cc1NC(=O)CN(C)C(=O)c1ccc(N2CCCCCC2)c([N+](=O)[O-])c1	6	-1	2.2	3	-1	4	0.1	1	8

The results go on.
SMILES	core dimer inh	TPT1 inhibitor	PP5 primary	CTSL1 counter	EBNA-1 inh	PREPL inh	Efflux pump inh	PP1 counter	ZTA DNA inh
CCOc1cc2c3c(c1)C(C)=CC(C)(C)N3C(=O)C2=O	0	2	3.3	1	7	8	0.0	4	6
CCn1c(SCC(=O)N2CCOCC2)nc2c(c1=O)SC(C)C2 (centres undefined)	-3	-6	-0.4	0	-5	3	0.1	0	21
Cc1ccc(Oc2nnc(-c3ccccc3)cc2C#N)cc1	0	0	0.9	0	14	-5	-0.2	3	-13
Cn1[nH]c(C(F)(F)F)c(C=Nc2ccc(Cl)cc2)c1=O	-5	-2	-1.7	0	0	-4	0.1	-3	-4
Cc1ccc(C(C)C)c(OCc2ccc(C(=O)N/N=C/c3ccc(O)cc3O)cc2)c1	4	0	1.7	-1	10	13	-0.2	26*	11
CCCn1nc(NC(=O)CC(C)C)c2cc3ccccc3nc21	-1	0	0.9	3	15	1	0.0	-3	1
COc1ccc(NC(=O)CSc2ncnc3c2nnn3-c2ccc(F)cc2)c(OC)c1	-3	-1	-2.5	2	2	0	-0.3	-1	-4
O=C(N/C(=C\c1cccc([N+](=O)[O-])c1)C(=O)N1CCCCC1)c1cccs1	2	-4	-1.8	1	4	5	-4.9	-4	8
CCC(=O)Nc1ccccc1C(=O)OCC(=O)c1cccc2ccccc12	3	1	1.1	1	-4	9	0.3	1	-8
CC12CCC(c3nnc(SCC(=O)Nc4cccc5ccccc45)nc31)C2(C)C (centres undefined)	7	-2	-0.3	2	12	17	0.2	2	1
Cc1ccc(C)c(OCC(=O)Nn2c(C)nc3ccccc3c2=O)c1	4	-5	-0.9	5	0	8	0.0	-1	12
Cc1ccc(-n2ncc3c2CCCC3NC(=O)CCc2c(C)noc2C)cc1C (centres undefined)	-2	1	3.9	1	-13	8	-0.3	1	-10
O=C(NCc1ccc2c(c1)OCO2)c1ccc2c(c1)OCCO2	-1	-2	2.6	-2	-8	-4	0.4	-3	6
CN(CCC#N)C(=S)Nc1ccc(F)cc1	1	0	-3.9	0	5	-4	-0.1	-4	2
COc1ccccc1CC(=O)Nc1ccccc1O	1	2	-1.5	-2	2	3	-0.1	-5	1
Cc1cc(NC(=O)c2ccc3c(c2)OCO3)ccc1NC(=O)c1ccco1	12	-3	1.4	3	4	11	0.0	0	10
COc1ccc(CCNC(=O)c2c(C)nn(CC(C)C)c2Cl)cc1	-4	1	0.7	-1	4	3	3.1	-5	1
O=C1C2C3C=CC(C3)C2C(=O)N1c1n[nH]c(CCc2ccccc2)n1 (centres undefined)	2	0	3.7	1	3	4	0.1	1	4
CC(NC(=O)C1CCN(S(=O)(=O)c2cnc[nH]2)CC1)c1ccccc1 (centres undefined)	-6	-1	-0.3	4	-1	5	0.1	-1	-6
COC(=O)C(Cc1ccc(O)cc1)NC(=O)c1ccccc1 (centres undefined)	1	-1	5.5	-2	-15	4	0.0	-5	-3
O=[N+]([O-])c1ccc(C2NS(=O)(=O)N=C3CCCCCN32)cc1 (centres undefined)	2	2	1.7	-1	-5	4	-0.2	-6	-12
O=C(CC1C(=O)NCCN1C(=O)Nc1ccccc1)Nc1cc(Cl)cc(Cl)c1 (centres undefined)	2	-3	1.9	1	8	-6	-0.4	-1	10
Cc1ccccc1OCCOc1ccccc1C=C(C#N)C#N	38	14	-0.1	-2	7	38	-0.1	2	12
Cc1ccc(NC(=O)c2cnc(N3CCN(c4ccccn4)CC3)c3ccccc23)c(Br)c1	23	-2	4.4	1	-7	1	0.3	2	-5
CC1(C)C(c2ccco2)=[N+]([O-])C2(CCCCC2=O)N1O (centres undefined)	-2	-6	2.9	2	-6	-2	0.1	-3	-13
COC(=O)c1ccc2c(c1)NC(=O)C(N1CCCC1)S2 (centres undefined)	2	7	3.0	-5	5	-4	0.1	-1	3
Cc1nn(-c2ccccc2)c(C)c1NC(=O)COc1ccc([N+](=O)[O-])cc1	-5	3	0.4	-2	-3	10	0.0	-4	-20
CCCCN(CC)CCCNC(=O)c1cc2c(=O)[nH]c3ccccc3c2s1	-2	-2	-0.5	-6	14	-27	-0.2	-4	-4
Cc1cccc(Nc2nc3c(s2)CCCC3)c1	-4	-2	3.5	1	12	14	-0.1	0	-18
Cc1cccc(OCc2nnc(-c3ccc(F)cc3)o2)c1	x	x	1.1	x	x	6	-0.1	4	6
S=C(Nc1ccccc1)Nc1cccc(Cl)c1Cl	-2	0	0.3	2	2	10	0.3	-2	4
COc1ccccc1C(=O)NC(CCSC)C(=O)OC(C)C(N)=O (centres undefined)	-5	1	-0.6	-5	-1	-7	0.0	-1	13
CCOc1ccc(-c2cn(-c3ccccc3OC)c(=S)[nH]2)cc1	2	4	1.6	3	0	13	0.3	1	-4
COC(=O)c1c(C)[nH]c(C(=O)C(C)OC(=O)C2CC2)c1C (centres undefined)	x	x	0.6	x	x	10	0.0	0	7
COC(=O)c1c(NS(C)(=O)=O)sc2c1CCCC2	-4	-4	-1.3	-4	17	-4	-0.1	1	0
COc1cc2c(cc1OC)C(C1C(=O)CC(C)CC1=O)N(C(=O)CCl)CC2 (centres undefined)	-1	-4	-0.4	3	13	3	-0.1	-3	25
CC(=O)c1ccc(S(=O)(=O)NC2CC2)cc1	4	0	2.9	-1	12	-5	0.1	3	5
CC(C)CNC(=S)Nc1ccc(Oc2ccccc2)cc1	-5	-3	3.7	1	-7	14	0.3	-1	5
COc1ccc(CC(=O)N/N=C(/C)CC(=O)N(C)c2ccccc2)cc1	-3	-3	-2.5	3	2	-5	0.0	0	3
N#CCCn1nc(-c2ccccc2)cc1-n1c(C(F)(F)F)nc2ccccc21	12	0	5.2	-4	-19	12	0.3	5	0
O=C1CSC(=Nc2ccc(F)cc2)N1	9	2	-0.4	7	-12	0	0.0	1	-12
COC(=O)C(CCSC)NC(=O)CNS(=O)(=O)c1ccc(F)cc1 (centres undefined)	1	-17	0.2	-2	7	14	-0.1	1	-14
